PG9 Ab binder = PG9 antibody binding by small molecule | TR-FRET gp120-PG9 antibody binding | inhibition, % at 6.7 µM | AID 624416 | hit rate 0.43% among 360,000; in the data active = inhibition above about 8.5%
NPR2 activator = GC-B (human) receptor activation. P20594. HEK293-GC-B cells, CNP EC30, cGMP TR-FRET; 0% at EC30 CNP, 100% saturating CNP. activation, % at 10 µM. hit rate 0.11% among 370,000. AID 1920062;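 active = activation at 10 µM reaching about 35% in either raw or pattern-adjusted values, limit read from the data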
ABHD4 inh = inhibits mouse alpha/beta hydrolase domain 4; Q8VD66; purified mABHD4, FP-Rh probe fluorescence polarization; inhibition, % at 8.92 µM; hit rate 0.54% among 370,000; AID 720543;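 active = inhibition exceeding the mean over every tested compound plus 3 SD, cut at about 30% in these data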;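 also: 0% = plate median of compound wells and 100% = S159A mutant with DMSO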
Target sequence (Q8VD66 whole entry, looked up, the tested form may be a part): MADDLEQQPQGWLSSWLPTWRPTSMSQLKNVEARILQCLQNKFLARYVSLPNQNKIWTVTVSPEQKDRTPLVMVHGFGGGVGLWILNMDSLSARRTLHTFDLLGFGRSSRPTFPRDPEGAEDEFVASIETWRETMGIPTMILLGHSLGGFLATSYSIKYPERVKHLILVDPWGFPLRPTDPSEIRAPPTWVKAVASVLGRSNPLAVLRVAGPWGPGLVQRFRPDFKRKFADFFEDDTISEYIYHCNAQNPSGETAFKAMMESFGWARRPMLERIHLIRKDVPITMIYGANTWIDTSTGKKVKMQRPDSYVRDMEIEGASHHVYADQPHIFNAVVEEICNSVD
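Doses – 8.92 µM, single dose · Material – wild-type mouse ABHD4 protein · Replication – single well per compound (singlicate) · Measure – percent inhibition of probe binding, normalized to plate controls · Schedule – 45 min compound pre-incubation plus 60 min probe step, 25 °C · Detection – fluorescence polarization with parallel and perpendicular emission, 525/598 nm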
rCAG binder = r(CAG) repeat RNA binding. AID 651821. TO-PRO-1 dye displacement fluorescence. hit rate 1.3% among 370,000. inhibition, % at 3 µM;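 active = inhibition above the plate cutoff, the mean of all test compounds on that plate plus 3 SD, cut at about 35% in these data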;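 also: 0% = DMSO alone and 100% = 100 µM mitoxantrone as full dye displacement; higher means more dye released from RNA so lower well fluorescence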
ASAP1 inh = blocks human ASAP1-stimulated Arf1 GTP hydrolysis. GDP FP detection. inhibition, % at 16.5 µM. hit rate 0.19% among 360,000. AID 624377; in the data active = inhibition above about 25%;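 also: 0% = vehicle with enzyme and substrate and 100% = no enzyme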
Target sequence (Q9ULH1 325-724 limits assumed): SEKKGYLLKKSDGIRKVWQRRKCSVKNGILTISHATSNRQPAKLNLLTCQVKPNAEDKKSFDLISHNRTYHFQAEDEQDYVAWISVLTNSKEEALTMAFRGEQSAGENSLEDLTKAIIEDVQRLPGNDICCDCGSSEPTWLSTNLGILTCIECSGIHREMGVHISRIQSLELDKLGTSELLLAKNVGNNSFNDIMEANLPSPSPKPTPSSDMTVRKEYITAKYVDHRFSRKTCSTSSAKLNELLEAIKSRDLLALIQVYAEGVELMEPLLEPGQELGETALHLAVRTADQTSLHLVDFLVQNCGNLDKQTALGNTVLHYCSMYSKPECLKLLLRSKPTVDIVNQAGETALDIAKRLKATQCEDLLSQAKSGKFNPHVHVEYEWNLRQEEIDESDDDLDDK
HTRA1 inh = inhibitors of human serine peptidase HTRA1. AID 504803. inhibition, % at 5.96 µM. hit rate 0.5% among 340,000. Q92743. recombinant HTRA1, FP-rhodamine activity-based probe, fluorescence polarization; in the data active = inhibition above about 36%;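 also: 0% = enzyme with DMSO and 100% = wells lacking enzyme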
NPR1 activator = GC-A (human) enzyme activation; P16066; HEK293 GC-A cells, cGMP TR-FRET, EC30 ANP; 0% at EC30 ANP, 100% saturating ANP; activation, % at 10 µM; hit rate 0.14% among 370,000; AID 1671463; in the data active = activation above about 40%
ARFGAP1 inh = inhibits rat ARF GTPase activating protein 1 | Q62848 | AID 651572 | hit rate 0.26% among 360,000 | Arfgap1-stimulated ARF1 GTP hydrolysis, GDP FP detection | inhibition, % at 16.5 µM;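 active = inhibition above a per-plate limit, mean inhibition of low control wells plus 3 SD, cut at about 25% in these data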;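 also: 0% = DMSO wells with enzyme and 100% = wells lacking Arfgap1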
Target sequence (Q62848 1-136 limits assumed): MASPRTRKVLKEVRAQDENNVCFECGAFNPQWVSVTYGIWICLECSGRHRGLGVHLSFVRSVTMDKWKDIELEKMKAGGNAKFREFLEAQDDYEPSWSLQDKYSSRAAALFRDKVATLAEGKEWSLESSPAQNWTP
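Material – truncated rat Arfgap1 GAP domain · Buffer or medium – HEPES-based buffer, pH 7.5 · Reagent – human ARF1(Δ1-17)-GTP substrate · Dosing – 16.5 µM single point, 1.26% DMSO · Schedule – GTP hydrolysis reaction 2 h at 25 °C · Technique – GDP detection by fluorescence polarization · Benchmarks – No-Arfgap1 wells (100%) versus DMSO full-reaction wells (0%) · Repeats – single replicate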
SMARCA2 act = SMARCA2 function activation, primary screen; MG213 cells, MMTV-luciferase reporter, dexamethasone, overnight; activation, % at 9.1 µM; hit rate 1% among 370,000; AID 652017; in the data active = activation above about 7.8%;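 also: 0% = vehicle wells and 100% = reference activator wells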
NR1D1 modulator = Rev-erb alpha (human) modulation | activity, % at 10 µM | P20393 | Rev-erbα–FITC-DNA binding, fluorescence polarization, 90 min | hit rate 0.79% among 370,000;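 active = activity above about 14%, limit read from the data; passing the limit was not always enough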;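 also: 0% = DMSO wells with 35 nM protein and 100% = DMSO wells with 750 nM protein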
Starred values were filed as active, the others as inactive; . = not tested or not shown.

Values in the order – PG9 Ab binder, NPR2 activator, ABHD4 inh, rCAG binder, ASAP1 inh, HTRA1 inh, NPR1 activator, ARFGAP1 inh, SMARCA2 act, NR1D1 modulator
CC(C)C(=O)Nc1cccc(NC(=O)c2ccc(Cl)cc2Cl)c1
 : -0.1, 4, -6, -1, -10, -5, 4, -1, 8.5*, 6
CC(C)C(=O)Nc1cc2c3c(c1)CCN3C(=O)CC2
 : -0.4, 4, 1, 2, -13, 2, 2, -6, -3, -10
O=C(c1ccc(F)cc1Cl)N1CCN(S(=O)(=O)c2cccs2)CC1
 : -0.7, -5, 1, -3, 14, 3, 1, -6, -4, 2
COc1ccc(CN(Cc2ccc(C(=O)O)cc2)C(=S)Nc2ccc(C)cc2)cc1OC
 : -0.6, 1, -8, 19, -5, 2, 2, -1, -2, -3
CCSc1ccccc1C(=O)NC1CCCCC1
 : -2.8, 3, -7, -4, 3, 4, 1, -14, -2, 4
Cc1ccc(NC(=O)CSc2nnc(-c3ccccc3Br)o2)cc1C
 : -0.3, -1, -25, -2, 18, -35, 1, -2, 0, 0
CCNC(=O)C(=O)NCC(c1cccs1)S(=O)(=O)c1ccc(C)cc1 (centres undefined)
 : -0.5, -1, 3, -2, 11, -1, -1, -8, -3, 3
Cc1nc(N2CCCCC2)nc(N2CCCCC2)c1C=O
 : -2.7, -6, 28, -3, -8, -3, 1, 4, -4, -4
O=S(=O)(NCC(c1cccnc1)N1CCOCC1)c1cccs1 (centres undefined)
 : -0.7, -3, 0, -3, 12, 5, 1, 6, -1, -2
Cc1ccc(S(=O)(=O)N2CCCCC2)cc1C(=O)N(C)CC(=O)Nc1cccc(F)c1
 : 1.9, 3, 6, 4, 4, -4, -2, -6, 0, -5
CN(CC(=O)Nc1ccccc1Cl)C(=O)COC(=O)C1CCN(c2ccc(C(F)(F)F)cn2)CC1
 : 2.6, -7, -7, -6, -14, -6, -4, -8, 0, -3
O=C1CC2CS(=O)(=O)CC2N1C1CCCCC1 (centres undefined)
 : -1.3, 3, 5, 0, -5, 5, 4, -2, 0, 6
COc1ccc(CCNC(=O)c2cc(S(=O)(=O)N(C)C)ccc2N2CCCC2)cc1OC
 : -1.6, -3, 2, -1, -6, 2, 2, 8, -1, 5
COc1ccccc1N1CCN(CC(=O)N2CCCC2)CC1
 : 0.0, 0, 17, 1, 2, 3, -2, 3, 1, -8
O=C1c2ccccc2C(c2nnnn2-c2ccc3c(c2)OCCO3)N1CCc1ccc(O)cc1 (centres undefined)
 : 1.6, -7, 3, 2, -12, ., 4, -5, -1, -3
C[C@@H]1CN([C@H](C)CO)C(=O)c2cc(NC(=O)Nc3ccc(C(F)(F)F)cc3)ccc2O[C@H]1CN(C)S(=O)(=O)c1cccs1
 : 0.7, 7, -135, 5, 26*, -158, 0, 11, 0, -1
Cc1ccc2c(c1)C1CN(C)CCC1N2C(=O)c1ccccc1NS(=O)(=O)c1ccc(F)cc1C (centres undefined)
 : 1.4, -1, 6, 7, -11, -6, -8, 8, 0, -2
CC1(C(=O)Nc2ccc3c(c2)OCCO3)CCN1C(=O)Cc1cc(F)ccc1F (centres undefined)
 : 0.0, 3, -6, 0, 6, ., -2, 9, -2, -9
O=C(Nc1ccc(S(=O)(=O)Nc2nccs2)cc1)c1ccc(F)cc1
 : -1.8, 2, -15, 8, 4, -10, -2, 11, -2, 1
OCCN1CCN(c2ncnc3c2sc2nc(N4CCOCC4)c4c(c23)CCC4)CC1
 : -1.0, 14, 5, -1, -5, -7, 22, 13, 1, -4
Cc1ccccc1-c1nnn(CC(=O)Nc2ccc3c(c2)OCCO3)n1
 : -0.3, 9, -29, 2, 1, -1, -2, 15, 1, -1
CC1(c2ccc(Cl)cc2)NC(=S)N2C1NC(=S)N2c1ccccc1 (centres undefined)
 : -0.6, -13, 0, 2, -6, -2, -18, 12, -1, -1
O=C(CN1C(=O)NC2(CCCCC2)C1=O)NCCCSc1ccccc1
 : 1.3, -4, -7, 0, 1, 11, 4, 23, 0, 2
COc1ccc(S(=O)(=O)NCCCn2ccnc2)cc1Cl
 : 1.8, -5, -2, 5, 4, 8, -1, 1, 4, 0
Nc1cc(N)nc(SCc2ccc(Cl)cc2)n1
 : 1.8, 4, 3, 3, -16, -1, 0, -10, 0, -4
O=c1c2c(nc3c(-c4ccc(Cl)cc4)c[nH]n13)CCC2
 : 0.3, 0, 10, 15, -7, 2, 0, -2, -7, 1
O=C(Nc1ccccc1C(=O)O)c1ccc2ccccc2n1
 : -1.2, -3, -26, 8, -18, -9, -3, -1, 5, 0
COc1ccc(C2=NN(C(=O)CCC(=O)O)C(c3ccccc3F)C2)cc1 (centres undefined)
 : 0.8, -5, -1, 1, -11, -4, 0, 6, -3, 1
CCC(=O)NNC(=O)c1c(O)c2ccccc2[nH]c1=O
 : -3.2, 2, 3, 1, -6, -4, 0, 4, 2, 4
Fc1ccccc1N=C1NN=C(c2ccccc2)CS1
 : 2.0, 1, -10, 9, 0, -11, 3, 13, -7, 3

3 compounds already listed, sorted by length of the SMILES, ascending:
Values in the order – PG9 Ab binder, NPR2 activator, ABHD4 inh, rCAG binder, ASAP1 inh, HTRA1 inh, NPR1 activator, ARFGAP1 inh, SMARCA2 act, NR1D1 modulator
O=C(c1ccc(F)cc1Cl)N1CCN(S(=O)(=O)c2cccs2)CC1
 : -0.7, -5, 1, -3, 14, 3, 1, -6, -4, 2
CN(CC(=O)Nc1ccccc1Cl)C(=O)COC(=O)C1CCN(c2ccc(C(F)(F)F)cn2)CC1
 : 2.6, -7, -7, -6, -14, -6, -4, -8, 0, -3
C[C@@H]1CN([C@H](C)CO)C(=O)c2cc(NC(=O)Nc3ccc(C(F)(F)F)cc3)ccc2O[C@H]1CN(C)S(=O)(=O)c1cccs1
 : 0.7, 7, -135, 5, 26*, -158, 0, 11, 0, -1

Additional results
Values in the order – PG9 Ab binder, NPR2 activator, ABHD4 inh, rCAG binder, ASAP1 inh, HTRA1 inh, NPR1 activator, ARFGAP1 inh, SMARCA2 act, NR1D1 modulator
Cc1cccc(C)c1-n1c(C)nn(CCOc2ccccc2)c1=O
 : 0.9, 4, 0, -7, -5, 1, -1, -11, -3, -6
COc1ccc(C(=O)Nc2cc(C)nn2-c2cccc(F)c2)cc1
 : 1.4, 3, 1, -5, 6, 4, 5, 6, -1, 1
C[C@H](CO)N1C[C@H](C)[C@H](CN(C)S(=O)(=O)c2cn(C)cn2)Oc2ccc(NC(=O)Nc3ccc(C(F)(F)F)cc3)cc2CC1=O
 : -0.9, -3, -36, 4, 6, -46, -2, 6, 3, 5
COc1cc(Cl)ccc1S(=O)(=O)n1nc(C)cc1C
 : -1.1, 3, 0, -4, -3, 4, 2, -4, -2, 2
COc1ccc(/C=C/C(=O)c2ccc(OC)cc2OC)c(OC)c1
 : -1.8, -3, 0, 3, 0, -26, -2, 3, 0, -3
Cc1ccc(S(=O)(=O)NCC(=O)Nc2cccc([N+](=O)[O-])c2)cc1
 : -0.8, -6, 8, 6, -6, -9, 0, 2, -6, 3
Cc1ccc(C)c(Cc2c(C)nc3c(C(=O)NCc4ccc5c(c4)OCO5)cnn3c2C)c1
 : 0.7, -14, 2, 3, -11, ., -11, 3, -4, -2
CC1(C)CC(=O)N(c2cccc(C(F)(F)F)c2)C(=O)C1
 : 0.2, 6, 1, 2, 1, 0, -1, 2, 3, -7
COc1ccccc1C1(CCNC(C)c2cccs2)CCOC(C(C)C)C1 (centres undefined)
 : -0.2, -20, 5, -12, -4, ., -48, -4, -1, 0
COc1cc2c(cc1OC)CN(c1ncccc1[N+](=O)[O-])CC2
 : -0.6, -6, 2, 3, 7, 1, 7, 17, 4, 5
O=C(NC1CCN(Cc2ccccc2)CC1)c1ccccc1OCc1ccccc1Cl
 : 0.9, 2, 5, -10, -2, -16, -4, 10, -1, 0
CCCCNCCS(=O)(=O)NCc1ccc(OC)cc1
 : -0.8, -4, 4, 2, 7, 3, 3, 0, 6, 8
Cc1ccc(SCCC(=O)NC2CC2)cc1
 : -1.6, 1, 1, -1, -3, 8, -1, -12, 1, -5
O=C(Nc1cc(C(F)(F)F)ccc1-n1cncn1)C1CC1
 : -2.3, -4, 2, -3, -10, -2, 3, -3, -3, 0
CC(Sc1nnc(C2CC2)n1C1CC1)C(=O)c1ccc(Br)cc1 (centres undefined)
 : -1.3, -4, 5, -5, 2, 1, -2, 0, 1, -1
CCOC(=O)C1CCCN(C(=O)Nc2ccccc2)C1 (centres undefined)
 : 0.5, 1, 5, -3, -5, 1, 3, 14, -4, -3
O=C(O)c1ccc(Nc2nc3ccc(Cl)cc3[nH]2)cc1
 : -1.3, 1, 0, 10, 2, 13, 2, -1, 1, -3
COc1ccccc1NS(=O)(=O)c1ccc2c(c1)NC(=O)C(C)S2 (centres undefined)
 : -2.0, -1, 15, 1, -8, -4, -6, 0, -2, -5
CC1CN=C(N(C(=O)Nc2ccccc2)c2ccc(F)cc2)S1 (centres undefined)
 : -1.5, -3, 0, 3, -6, -3, 5, -7, 0, -3
Cc1n[nH]c(=S)n1Cc1ccccc1
 : 1.4, -3, 9, -2, 5, -2, -2, -1, 2, -3
CCOC(=O)N1CCN(C(=O)/C(=C/c2ccccc2OC)NC(=O)c2ccccc2)CC1
 : -2.5, 5, -2, -11, 2, 5, -1, 4, -1, 3
C/C(=N\NC(=O)C(O)c1ccccc1)c1ccc(Cl)cc1 (centres undefined)
 : -1.3, -3, -6, -2, -1, 8, -5, 1, 0, 1
CCC(=O)N1CCc2nc(-c3ccccc3)sc2C1
 : 0.6, -6, -8, -1, 0, 7, -1, -7, 0, -2
Cn1c(CNC(=O)c2ccccc2)nnc1SCC(=O)Nc1nccs1
 : 0.3, -3, 0, 0, 4, -1, 0, 0, 1, 0
Cc1nnc(NC(=O)CSC2CCCCC2)s1
 : -0.9, 2, 1, -1, 5, 8, 4, 3, -3, 5
CC(CCc1ccccc1)NC(=O)CNC(=O)c1ccccc1Br (centres undefined)
 : -3.0, -2, 5, -2, 10, 1, 4, -6, 0, 0
CCOC(=O)N1CCN(S(=O)(=O)c2ccc3c(c2)NC(=O)CO3)CC1
 : 1.6, 0, 3, 2, 0, 1, 1, -2, -2, -5
CCOc1ccccc1NC(=O)CSc1nc2cccnc2n1C
 : 0.0, -4, 6, -6, -10, 0, -4, -2, -1, -3
COC(=O)c1cc(CC(=O)c2ccc(O)cc2O)c(C)o1
 : -0.9, 0, 3, -2, -4, -5, 0, 10, 0, -6
O=C(CSc1nnnn1-c1ccccc1)NC1CCCc2ccccc21 (centres undefined)
 : -0.3, -6, 2, -8, 8, -5, -1, 10, -3, -2

High-throughput results from PubChem.
